Screening results: PubChem BioAssay, National Center for Advancing Translational Sciences (NCATS)
N370S GC mod = qHTS Assay for Inhibitors and Activators of N370S glucocerebrosidase as a Potential Chaperone Treatment of Gaucher Disease; Lysosomal acid glucosylceramidase (Homo sapiens), P04062; N370S GC spleen homogenate, 4MU-glucoside fluorescence; Potency, µM (top dose mostly 59.4 µM), for the others: top-dose activity change, negative = inhibition, hits mostly inhibitors; 330,000 compounds, 0.092% hits;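 further: 0% = full enzyme activity and -100% = no enzyme basal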
FEN1 inh = qHTS Assay for the Inhibitors of Human Flap endonuclease 1 (FEN1) | Potency, µM (titrated, usually from 114 µM), inactives show at the top dose activity change, negative = inhibition, usual class: inhibitors | P39748 | Recombinant FEN1 flap cleavage, fluorescence, 15 min | 390,000 compounds, 0.35% hits; further: nearly all actives have a fitted effect of over 65% in size
Target sequence (P39748 whole entry, looked up): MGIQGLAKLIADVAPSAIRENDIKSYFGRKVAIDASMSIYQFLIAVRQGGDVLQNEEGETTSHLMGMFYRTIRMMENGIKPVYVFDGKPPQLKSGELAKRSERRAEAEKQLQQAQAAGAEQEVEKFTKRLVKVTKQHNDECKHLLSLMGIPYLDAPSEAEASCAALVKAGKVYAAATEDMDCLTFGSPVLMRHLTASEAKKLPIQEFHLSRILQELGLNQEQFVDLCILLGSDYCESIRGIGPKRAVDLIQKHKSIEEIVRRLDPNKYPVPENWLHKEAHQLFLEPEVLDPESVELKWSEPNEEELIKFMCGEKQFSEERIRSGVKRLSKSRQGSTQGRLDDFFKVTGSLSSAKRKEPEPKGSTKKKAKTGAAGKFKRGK
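Read-out was taken twice, immediately and after 15 min, following addition of 50 nM substrate to 10 nM FEN1 that had sat with test compound for 15 min at room temperature. Curves came from a four-parameter Hill model.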
TDP1 cell CPT = qHTS for Inhibitors of human tyrosyl-DNA phosphodiesterase 1 (TDP1): qHTS in cells in presence of CPT | Potency, µM (titrated, usually from 46.2 µM), for inactives: top-dose activity change, negative = growth inhibition, usual class: inhibitors | AID 686979, 2013 | 420,000 compounds, 12% hits | chicken DT40 Tdp1-/-;hTDP1 cells + 20 nM CPT, ATP luminescence, 48 h; further: nearly all actives have a fitted effect of over 55% in size
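Cell growth measured by CellTiter-Glo luminescence after a minimum 48 h, 37 C compound exposure with 20 nM CPT in Tdp1-knockout DT40 cells stably expressing hTDP1, seeded 400/well; qHTS titration format.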
* hit, by the source's call; ? = inconclusive; nt = no result given; [ ] = dose if it differs, or a comment. The call rests on the fitted dose curve; in most records, active means well fitted curve in the direction sought with a large enough effect; inconclusive means small, poorly fitted or top-dose-only effect, or another doubt; inactive means no such curve, though single readings can be large; an effect the other way counts as inactive or inconclusive. Unless noted, on the % scale 0 is the no-effect control and ±100 the full control effect; potency means the concentration at half of the fitted maximal effect. These rows are one share of the data, so the mix of outcomes need not match the whole.

SMILES	N370S GC mod	FEN1 inh	TDP1 cell CPT
Cc1ccc(C(C)C)c(OCc2ccc(-c3nnco3)cc2)c1	5.6%	0.1%	16.4µM*
O=C(NC1CCCc2ccccc21)c1ccc2c(c1)sc1nc(-c3ccccc3)cn12 (configuration not stated)	nt	2.8%	8.2µM*
Cc1ncc(C[n+]2csc(CCOC(=O)CC34CC5CC(CC(C5)C3)C4)c2C)c(N)n1	-18.7%	-3.8%	?
Cc1nc2c(-c3ccc(F)cc3)c(C)nn2c(C)c1CCC(=O)Nc1ccccc1F	9.4%	-1.3%	?
O=C1C(=O)N(O)C2CCCCC2N1O (configuration not stated)	-0.6%	17.8µM*	0.5%
COc1ccccc1CNC(=O)CSc1ccc(-c2cccs2)nn1	20.6%	-4.4%	1.8%
CC(Oc1ccc2ccccc2c1)C(=O)NNC(=O)Nc1ccccc1 (configuration not stated)	0.3%	0.3%	-2.8%
COC(=O)c1cc(Cl)c(NC(=O)C(C)C)cc1OC	-8.5%	0.4%	27.5%
O=C(C1CC1)N1c2ccccc2Sc2ccccc21	-3.1%	-3.8%	?
O=C(COC(=O)CCC(=O)c1ccc(Cl)cc1)NCc1ccc(F)cc1	nt	5.0%	12.3%
CCOC(=O)c1c(C)nc(C)c(C(=O)OCC)c1-c1ccco1	-6.1%	-1.7%	-0.5%
Nc1cc(Cl)ccc1C(=O)OCC(=O)N1CCCCCC1	nt	-5.7%	-18.6%
O=C(N=Nc1c(O)[nH]c2ccc(F)cc12)C1COc2ccccc2O1 (configuration not stated)	1.0%	16.4%	-11.7%
CCOC(=O)c1ccc(NC(=O)CSc2nnc(CCc3ccc(C)o3)n2-c2ccccc2)cc1	5.7%	0.1%	?
C=CCn1c(N)c(C(=O)OC(C)(C)C)c2nc3ccccc3nc21	?	10.5%	20.6µM*
Cc1ccccc1Nc1nnc(SCC(=O)NC2CCCc3ccccc32)s1 (configuration not stated)	8.8%	12.2%	?
Cc1ccc(C)n1-n1cnc2sc3c(c2c1=O)CCCCC3	nt	-4.4%	?
CC(=O)c1ccc(S(=O)(=O)NCC(=O)NC(c2nc3ccccc3[nH]2)C(C)C)cc1 (configuration not stated)	nt	-14.6%	?
O=C(O)c1cc(-c2ccc(/C=C3\NC(=O)N(c4ccccc4)C3=O)o2)ccc1Cl	-0.8%	?	?
O=C(CNCCO)Nc1ccc(F)c(Cl)c1	-1.5%	3.5%	9.0%
CCOC(=O)C(C)CC(C)C(=O)N1CCOCCN(C(=O)C(C)CC(C)C(=O)OCC)CCOCC1 (configuration not stated)	4.2%	5.4%	-3.3%
C=C(C)[C@@H]1CCC2(C(=O)O)CC[C@]3(C)[C@H](CC[C@@H]4[C@@]5(C)CCC(=O)C(C)(C)[C@@H]5CC[C@]43C)[C@@H]12 (some centres not stated)	-0.7%	-13.7%	2.91µM*
O=C1c2ccccc2C(=O)N1c1ccc(S(=O)(=O)N2CCOCC2)c2ccccc12	nt	-19.7%	-5.8%
Cc1ccccc1C(=O)N1CCCC(N2CCN(Cc3ccc4c(c3)OCO4)CC2)C1 (configuration not stated)	-8.8%	-2.7%	?
CS(C)(=O)=O	-6.4%	nt	9.9%
CCN1CCN(C(CNS(=O)(=O)c2ccc(C)cc2)c2cccnc2)CC1 (configuration not stated)	-20.1%	0.5%	3.5%
NS(=O)(=O)c1ccc(NN=C2CCN(Cc3ccccc3)CC2)c([N+](=O)[O-])c1	-13.0%	-3.3%	3.1%
Cc1cccn2c(CN(C)CC3Cc4ccccc4O3)c(C(=O)N3CCCCC3)nc12 (configuration not stated)	-5.7%	19.8%	-19.4%
Cc1cccn2c(=O)c3cc(C#N)c(=N)n(CCCN4CCOCC4)c3nc12	nt	5.6%	?
COc1cc(C2CC(=O)Nc3c2c(C)nn3-c2nncc(-c3ccc(C)cc3)n2)cc(OC)c1OC (configuration not stated)	nt	-5.0%	-16.3%
COc1ccc(S(=O)(=O)N2CCOCC2)cc1C(=O)N(C)Cc1ccccc1F	nt	17.6%	-6.2%
O=C(c1cccnc1)N1CCN(Cc2ccccc2Br)CC1	-0.4%	-1.4%	?
O=C1/C(=C\c2ccc(O)cc2)SC(=S)N1/N=C/c1ccc(O)cc1	-9.9%	-31.7%	-25.1%
CC(C)c1nnc(NC(=O)CCC(=O)N2CCC(Cc3ccccc3)CC2)s1	-0.6%	14.1%	?
N#C/C(=C(/O)c1ccccc1F)c1nc2cc(C(F)(F)F)ccc2s1	-3.7%	-4.6%	?
CCC(=O)c1ccc(N2CCN(C(=O)c3ccc(Br)cc3)CC2)c(F)c1	-0.7%	-0.2%	20.6µM*
CC(=O)Nc1ccc(NC(=O)COc2ccccc2C(=O)Nc2cccc(Cl)c2Cl)cc1	-1.7%	22.4%	-17.9%
O=C(CNC(=O)Cc1ccccc1)NCC(=O)OCC(=O)c1ccccc1Cl	1.5%	-5.7%	-18.9%
CC(C)(C)C(=O)Nc1nc2ccc(S(C)(=O)=O)cc2s1	13.2%	0.3%	8.7%
O=C(Cn1cnc2c(nnn2-c2ccc(F)cc2)c1=O)NCc1ccco1	8.1%	10.5%	?

Random excerpt: 3 compounds from above.
SMILES	N370S GC mod	FEN1 inh	TDP1 cell CPT
CC(=O)Nc1ccc(NC(=O)COc2ccccc2C(=O)Nc2cccc(Cl)c2Cl)cc1	-1.7%	22.4%	-17.9%
CC(C)c1nnc(NC(=O)CCC(=O)N2CCC(Cc3ccccc3)CC2)s1	-0.6%	14.1%	?
O=C(CNC(=O)Cc1ccccc1)NCC(=O)OCC(=O)c1ccccc1Cl	1.5%	-5.7%	-18.9%

The list goes on.
SMILES	N370S GC mod	FEN1 inh	TDP1 cell CPT
Cc1ccc(Nc2nc(Cl)nc(N(C)C#N)n2)cc1	2.4%	-0.4%	?
O=C(C(Br)=Cc1ccccc1)c1ccccc1	nt	-6.3%	0.731µM*
CCC1C(=O)NCCN1C(=O)c1ccc2nc(Cc3cccc(Cl)c3)oc2c1 (configuration not stated)	1.9%	-2.0%	-7.7%
CC(C)n1cnc2c(NCc3ccccc3)cc(Cc3ccc(F)cc3)cc21	nt	-17.6%	?
CCS(=O)(=O)N1CC(=O)N(c2cccc(Cl)c2C)C(C)(C(=O)NC2CCCCC2)C1 (configuration not stated)	nt	-6.9%	-25.1%
Cc1ccc(NC(=O)Nc2ccc(F)cc2)nc1	?	35.0%	-16.0%
COc1ccc(OCC(=O)Nc2ccc(N3CCOCC3)c(Cl)c2)cc1	1.3%	6.3%	-20.3%
Cc1nc(-c2ccccc2)sc1C(=O)Nc1ccccc1F	-2.2%	-4.1%	-1.3%
Cc1ccc(C)c(NC(=O)COC(=O)CCNC(=O)c2ccco2)c1	nt	-4.6%	-4.3%
Cc1cc(C(=O)N2CCCC(N3CCN(c4ccc(F)cc4)CC3)C2)c(C)o1 (configuration not stated)	-8.9%	-8.2%	23.1µM*
COc1ccc(C(CNC(=O)C(C)c2ccc3cc(OC)ccc3c2)N(C)C)cc1 (configuration not stated)	-11.1%	-5.6%	-25.3%
O=C(O)CSCCc1ccccn1	-3.2%	-2.2%	?
COCCn1c(=O)[nH]c(=O)c2c1nc(-c1cc(Br)c3c(c1)OCO3)n2Cc1ccccc1	16.7%	-0.4%	1.8%
Cc1nnsc1SCCNC(=O)c1ccc(F)cc1	5.5%	0.5%	6.3%
Cc1ccc(S(=O)(=O)[N-]c2nc3ccccc3nc2-n2cc[n+](CCC(C)C)c2)cc1	?	-5.9%	-13.8%
CC(=O)Nc1cccc(Nc2nc3ccccc3n3c(C)nnc23)c1	nt	-4.7%	2.59µM*
CCOc1ccccc1N1CCN(C(=O)c2cc(-c3cc(OC)ccc3OC)nc3ccccc23)CC1	-5.3%	-22.9%	23.1µM*
O=C(COc1ccc(F)cc1)Nc1nnc(S(=O)(=O)N2CCc3ccccc32)s1	nt	19.5%	?
O=C(Nc1ccc2c(c1)nc1n2CCOC1)c1ccco1	1.2%	-2.7%	-21.3%
COC(=O)c1sc2nc(SCc3cccc(Cl)c3)n(N)c(=O)c2c1C	2.1%	-0.7%	2.5%

Profiles from above. Order of screens: N370S GC mod | FEN1 inh | TDP1 cell CPT
Shown for `COc1ccc(OCC(=O)Nc2ccc(N3CCOCC3)c(Cl)c2)cc1` = 1.3% | 6.3% | -20.3%
Shown for `CC(C)n1cnc2c(NCc3ccccc3)cc(Cc3ccc(F)cc3)cc21` = nt | -17.6% | ?

Next structures follow:
SMILES	N370S GC mod	FEN1 inh	TDP1 cell CPT
CCn1cc(C(=O)O)c(=O)c2cc(F)c(N3CCN(C(=S)NC(=O)c4cccc(C)c4)CC3)cc21	-4.7%	-1.8%	-23.5%
CC1CCc2sc(C(=O)NN)cc2C1 (configuration not stated)	9.9%	-11.9%	2.3%
Cc1ccc(Nc2nc(NCC3CCCO3)nc(N)c2[N+](=O)[O-])cc1 (configuration not stated)	-1.9%	-1.3%	?
Cc1c(NC(=O)c2c([N+](=O)[O-])cnn2C)c(=O)n(-c2ccccc2)n1C	-9.3%	-1.8%	-1.8%
CCCCCCc1cc2cc(-c3nnc(-c4ccc(C)cc4)o3)c(=O)oc2cc1O	nt	-9.7%	-17.3%
Cc1ccccc1-n1c([C@@H]2C[C@H]2c2ccccc2)n[nH]c1=S	-3.9%	2.3%	0.7%
Cc1ccc(/C=C/c2ccc(N(C)C)cc2)[n+](C)c1	-13.4%	3.1%	0.517µM*
CC(C)CCn1c(SC(C)C#N)nc2ccccc2c1=O (configuration not stated)	nt	?	?
CC(=O)Nc1ccc(N=Nc2ccc(O)cc2)cc1	-9.4%	15.4%	14.6µM*
CCCCCCCOc1ccc(CC(=O)NO)cc1	nt	-0.5%	10µM*
O=C(/C=C/c1cccc([N+](=O)[O-])c1)N1CCN(Cc2ccccc2)CC1	-0.7%	0.9%	?
COc1cccc(NC(=O)CSc2nnc(Cn3cnc([N+](=O)[O-])n3)n2C)c1	-0.4%	-5.1%	-3.0%
CN(C)CCCN(C(=O)c1ccc(S(=O)(=O)N2CCCCCC2)cc1)c1nc2cc3c(cc2s1)OCCO3	?	-18.3%	?
O=C(CSc1ccc(-c2ccccc2)nn1)NCc1ccco1	5.2%	-4.6%	-0.4%
COc1ccccc1OCC(=O)N1CCCC(Nc2cccc(F)c2)C1 (configuration not stated)	-5.9%	-1.7%	11.4%
COc1cc(C(=O)Nc2cccc(C(C)=O)c2)cc(OC)c1OC	0.1%	-6.2%	3.6%
CC(c1cccnc1)N(C(=O)Nc1ccccc1)C1CCCCC1 (configuration not stated)	-0.9%	20.2%	-2.1%
CO/N=C/c1ccc(Oc2ccc([N+](=O)[O-])cc2[N+](=O)[O-])c(OC)c1	6.6%	-0.1%	?
Cc1cccc(NC(=O)N2CCN(Cc3ccc(Cl)cc3)CC2)c1	1.4%	-2.8%	?
COc1ccc2[nH]c(=O)c(C(c3nnnn3C3CCCC3)N(C)C3CCCCC3)cc2c1 (configuration not stated)	-4.6%[2.35 µM]	-3.6%	?

In the list so far, these contain a thiophene ring, fused or not:
SMILES	N370S GC mod	FEN1 inh	TDP1 cell CPT
COc1ccccc1CNC(=O)CSc1ccc(-c2cccs2)nn1	20.6%	-4.4%	1.8%
Cc1ccc(C)n1-n1cnc2sc3c(c2c1=O)CCCCC3	nt	-4.4%	?
COC(=O)c1sc2nc(SCc3cccc(Cl)c3)n(N)c(=O)c2c1C	2.1%	-0.7%	2.5%
CC1CCc2sc(C(=O)NN)cc2C1 (configuration not stated)	9.9%	-11.9%	2.3%

Additional entries follow.
SMILES	N370S GC mod	FEN1 inh	TDP1 cell CPT
CCOC(=O)c1ccc(NC(=O)Oc2ccccc2)cc1	-11.7%	-9.0%	-2.1%
NC(=O)c1nsc(C(=O)N(CC(=O)NC2CCCC2)c2cccc(C(F)(F)F)c2)c1N	?	-19.2%	-17.2%
CCN(CC)CCNC(=O)c1cc2c(=O)[nH]c3ccc(C)cc3c2s1	nt	5.4%	6.2%
COc1c(Cl)ccc(Cl)c1C(=O)NC(=S)N1CCOCC1	5.5%	-4.2%	-6.3%
O=C(CCSc1ccccn1)Nc1ccc(Br)cc1	-4.6%	-9.0%	-8.0%
N#Cc1ncc(Cl)c2ccccc12	4.8%	-12.3%	20.3%
Cc1ccc(C(=O)O/N=C(\N)c2nonc2N)cc1	-8.2%	6.5%	-2.3%
CCN(CC)c1nc(Nc2ccc(Cl)cc2)nc(OCC#N)n1	6.6%	-14.9%	?
CC(=NCCN1CCNCC1)C1=C(O)CC(C)(C)CC1=O	29.8%	3.8%	?
CCOC(=O)C(C)Sc1nnc2n1C(C)(C)Cc1ccccc1-2 (configuration not stated)	3.5%	23.0%	-2.3%
NNC(=O)CCS(=O)(=O)c1ccc2ccccc2c1	6.9%	-0.6%	-9.8%
C=CCCCCCCCCCCCc1ccco1	3.4%	nt	?
COc1ccc(-c2nc(C#N)c(N3CCN(c4ccccc4)CC3)o2)cc1	6.9%	-0.2%	1.3%
